Cycloheximide cs = counter-screen hit for Shiga toxin inhibitors, cycloheximide. cell reporter, cycloheximide protein synthesis inhibition counterscreen. max response, %. 300,000 tested, 12% active; in the data active = max response mostly above about 13%, no sharp cut-off; inactive = mostly below about 14%; note: read at 38.3 µM for the half of the compounds with a filed dose; 0% is about no effect
HCV inhibitor = HCV inhibition; Huh7.5.1 HCVcc-Cre infection, luciferase reporter, 44 h; Potency, µM (highest dose often 41.8 µM), without a hit: top-dose activity change, negative = inhibition, usual class: inhibitors; 340,000 tested, 3.4% active; note: potency is the fitted concentration of half-maximal effect; % is set by controls: 0 for no effect and ±100 for the full control effect
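Luciferase read-out (15 sec integration) after a 15 min room-temperature substrate step quantifies HCVcc-Cre infection. Cells, 1,000 per well, had compound added 4 h post-plating, then virus at ~0.5 moi, and were cultured 44 h.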
Pf growth 48h = inhibits P. falciparum growth in the first generation, 48 h | 310,000 tested, 5.9% active | Potency, µM (top dose mostly 28.7 µM), for inactives: at the top dose activity change, negative = inhibition, hits mostly inhibitors | AID 504832 | P. falciparum luciferase growth in erythrocytes, 48 h; note: potency is the fitted concentration of half-maximal effect; % is set by controls: 0 for no effect and ±100 for the full control effect
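Compounds are pin-transferred into medium, infected erythrocytes (2% hematocrit, 0.1% parasitemia final) are added, and plates sit one parasite generation at 37 C in 5% CO2. Detection reagent is then added and luminescence measured.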
Tb PYK inh = blocks Trypanosoma brucei pyruvate kinase. TbPYK enzyme, Kinase-Glo Plus ATP luminescence, 45 min. Potency, µM (highest dose often 76.8 µM), inactives show at the highest dose activity, negative = inhibition, usual class: inhibitors. AID 624173. Q57TT1. 410,000 tested, 0.12% active; note: potency is the fitted concentration of half-maximal effect; % is set by controls: 0 for no effect and ±100 for the full control effect; nearly all actives have a fitted effect of over 50% in size
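Screened from lowest to highest concentration, compounds were pinned into TbPYK/substrate mixtures, and ADP (130 uM final) was added. Plates sat at room temperature for 45 min prior to Kinase-Glo Plus detection by luminescence.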
Shiga toxin inh = Shiga toxin inhibition; inhibition, % at 38.7 µM; Vero cells, Shiga toxin protein synthesis inhibition reporter; 290,000 tested, 9.2% active; in the data active = inhibition mostly above about 28%, no sharp cut-off; inactive = mostly below about 43%; note: 0% is about no effect
LmPK inh = blocks Leishmania mexicana pyruvate kinase activity. Q27686. purified LmPK, Kinase-Glo ATP luminescence, 1 h. Potency, µM (top dose mostly 57.5 µM), inactives show top-dose activity change, negative = inhibition, usual class: inhibitors. 290,000 tested, 0.37% active. AID 1721; note: potency is the fitted concentration of half-maximal effect; % is set by controls: 0 for no effect and ±100 for the full control effect
Target sequence (Q27686 whole entry, looked up): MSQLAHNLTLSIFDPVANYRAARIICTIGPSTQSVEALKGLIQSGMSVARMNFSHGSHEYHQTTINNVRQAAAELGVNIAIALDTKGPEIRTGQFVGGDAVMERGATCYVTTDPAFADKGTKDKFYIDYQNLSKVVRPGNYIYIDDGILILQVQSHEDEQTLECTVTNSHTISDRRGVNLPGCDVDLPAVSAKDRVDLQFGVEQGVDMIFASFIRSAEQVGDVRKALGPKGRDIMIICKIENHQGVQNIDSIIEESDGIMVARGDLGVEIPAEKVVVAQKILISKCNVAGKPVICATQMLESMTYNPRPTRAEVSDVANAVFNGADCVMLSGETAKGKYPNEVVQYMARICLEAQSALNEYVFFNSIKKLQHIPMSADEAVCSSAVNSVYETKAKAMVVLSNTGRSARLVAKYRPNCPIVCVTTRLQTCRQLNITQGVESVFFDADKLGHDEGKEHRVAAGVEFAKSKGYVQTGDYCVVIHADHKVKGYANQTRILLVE
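Pyruvate kinase activity monitored as ATP production (luciferase luminescence). Conditions: 0.1 nM enzyme, 0.5 mM PEP, 0.1 mM ADP, 1 h, RT; normalized against uninhibited and no-enzyme wells.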
Pf growth 96h = P. falciparum growth inhibition at 96 hour, primary screen for plastid delayed-death inhibitors; P. falciparum luciferase reporter growth, 96 h; Potency, µM (titrated, usually from 28.7 µM), for inactives: top-dose activity change, negative = inhibition, usual class: inhibitors; 320,000 tested, 6.9% active; AID 504834; note: potency is the fitted concentration of half-maximal effect; % is set by controls: 0 for no effect and ±100 for the full control effect
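Delayed-death screen, second-generation endpoint: infected erythrocytes, 2% hematocrit, 0.05% parasitemia final; 96 hours at 37 C, 5% CO2; luciferase detection reagent; luminescence decrease equals reduced growth.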
An asterisk follows results filed as active; ? = inconclusive; . = no result given; & = joins results of further samples; [ ] = dose if it differs, or a comment. Unless noted, calls come from the whole dose curve; as a rule, active = well fitted curve in the direction sought with a large enough effect; inconclusive = small, poorly fitted or top-dose-only effect, or another doubt; inactive = no such curve, though single readings can be large; an effect the other way counts as inactive or inconclusive.

SMILES	Cycloheximide cs	HCV inhibitor	Pf growth 48h	Tb PYK inh	Shiga toxin inh	LmPK inh	Pf growth 96h
CSCC[C@H](NC(=O)OC(C)(C)C)C(=O)N1CCC(C(=O)N[C@@H](Cc2c[nH]c3ccccc23)C(=O)O)CC1	-1	11%	?	-5%	-5	1%	?
CCOC(=O)c1ccc(NC(=O)CCC2COc3ccccc3O2)cc1 (stereo unspecified)	-1	-13%	0%	-7%	-12	0%	?
Cc1nnc(N/N=C/c2ccc(-c3ccccc3F)o2)n1N	25*	4%	30%[activator]	-6%	150*	-4%	17%
O=C(NN=C(Cc1ccccc1)Cc1ccccc1)C1CC1	21*	10%	-16%	2%	27	-4%	7%
OCC1CCCN(Cc2cn(Cc3ccccc3)nc2-c2cc3ccccc3o2)C1 (stereo unspecified)	-2	-11%	15µM*	3%	9	0%	-21%
COc1ccc2c(c1)[nH]c1c(=O)n(Cc3ccncc3)cnc12	-2	-2%	-6%	1%	15	-4%	-4%
O=C(CN(C(=O)c1csnn1)c1cccc2ccccc12)NCc1ccc(F)cc1	8	-30%	-1%	-6%	-7	9%	8%
CC(C)C(=O)NN(C(=O)c1ccccc1)c1ccccc1	-7	3%	12%	-6%	-3	-1%	-24%
CCN(C(=O)COC(=O)/C=C/c1nc2ccccc2s1)C1CCS(=O)(=O)C1 (stereo unspecified)	-4	-14%	-7%	-18%	-6	-12%	?
C=C(C)Cn1c(SCCCO)nc2c1c(=O)[nH]c(=O)n2C	-2	-3%	-13%	-2%	-20	-5%	44%[activator]
COC(=O)C1=C(c2cccc(OCc3ccccc3)c2)C[C@@H]2CC[C@H]1N2C(=O)NCc1cccc(OC)c1	.	?	10µM*	-10%	.	.	4.1µM*
CNP(=O)(Oc1ccccc1)OC12CC3CC(CC(C3)C1)C2 (stereo unspecified)	-2	10%	8%	-1%	-5	1%	25%
CCNc1nc(SCC(N)=O)nc2sc3c(c12)CCN(C)C3	2	20%	?	-5%	-4	1%	1µM*
COc1cc(/C=C2/SC(=S)N(c3ccccc3)C2=O)ccc1Oc1nc(N2CCOCC2)nc(N2CCOCC2)n1	-2	4%	4%	-8%	17	-5%	31%[activator]
Cc1ccc(C)c(SCC(=O)Nc2cc(C)nn2-c2ccc(F)cc2)c1	1	?	0%	.	-9	6%	?
O=C(C1COc2ccccc2O1)N1CCN(Cc2ccc(Br)cc2F)CC1 (stereo unspecified)	-4	?	18%	-6%	-15	3%	-11%
CCCCOc1ccc(C(O)(CCC)CCN2CCOCC2)cc1 (stereo unspecified)	-2	?	-18%	-5%	-6	2%	-2%
Fc1ccc(-n2nnc(-c3cnc4ccccc4c3)n2)cc1	46*	12%	4%	-9%	62*	?	1%
CCCOc1cccc(C(=O)N/N=C/c2coc3ccccc3c2=O)c1	12	8%	22%	7%	-5	-15%	13µM*
CC(=O)c1cc(F)c(N2CCOCC2)cc1C	10	4%	.	0%	19	-2%	18%
Cc1ccc2[nH]c3c(N4CCOCC4)ncnc3c2c1	24	?	?	0%	48	1%	?
CSc1ccc(S(=O)(=O)NC2CC2)cc1	-3	9%	20%	-3%	-2	-1%	?
COc1cc2c(=O)n(CCC(=O)NCC3CCCO3)c(=O)n(CC(=O)Nc3ccc(C)cc3C)c2cc1OC (stereo unspecified)	-6	?	-6%	2%&-10%	-4	10%	?
Cc1ccc(C2CC(c3ccccc3)=NN2C(=O)CSc2nnc(-c3ccc(Cl)cc3)o2)o1 (stereo unspecified)	16	28%	14%	-7%	-4	-2%	13%
N#C/C(C(=S)Nc1ccccc1)=C1/NN=C(N2CCOCC2)N1c1ccccc1	0	14%	-10%	?	-8	-1%	?
The results go on.
SMILES	Cycloheximide cs	HCV inhibitor	Pf growth 48h	Tb PYK inh	Shiga toxin inh	LmPK inh	Pf growth 96h
Cc1ccc(NC(=O)N/C=C/c2ccco2)cc1	9	0%	41%[activator]	-8%	20	10%	67%[activator]
Cc1ccccc1C1N(c2nccs2)C(=O)C2CCCN21 (stereo unspecified)	-4	-5%	-3%	-2%	-8	-3%	?
Cc1ccc(C(=O)NC(NCc2ccccc2)C(Cl)(Cl)Cl)cc1 (stereo unspecified)	-4	14%	?	-12%	-6	4%	2%
CSc1nnc2c3cc(C)ccc3n(Cc3ccccc3)c2n1	1	-28%	-11%	4%	16	3%	.
CC(=O)NN1C(=O)/C(=C\c2ccccc2)SC1=S	2	-15%	2%	6%	-14	0%	-6%
O=C(Cc1ccc(NS(=O)(=O)c2cccc(C(F)(F)F)c2)cc1)NCCN1CCOCC1	.	9%	?	0%	.	.	-14%
N#CC1=C(N)Oc2n[nH]c(-c3cccs3)c2C1c1cccs1 (stereo unspecified)	-5	14%	?	-15%	-6	8%	2%
CCCCCCc1ccc(OCC(=O)OC)cc1OCC(=O)OC	-5	5%	.	-2%	15	9%	-20%
CN1/C(=C\C(=O)COC(=O)c2ccc([N+](=O)[O-])o2)C(C)(C)c2ccccc21	14	22%	?	4%	18	-1%	13µM*
CN(CC(=O)Nc1ccc(F)c(F)c1F)C(=O)CN1C(=O)C2CCCCC2C1=O (stereo unspecified)	-3	15%	-5%	-6%	-4	-3%	11%
CC1=NN(c2ccccc2)C(=O)C1c1ccccc1 (stereo unspecified)	1	-2%	-19%	-8%	8	-2%	?
O=C(CN1CCN(c2ccc(O)cc2)CC1)Nc1ccc2c(c1)OCCO2	-2	7%	-14%	?	-8	4%	?
Cn1c(CCCOc2ccc(Cl)cc2Cl)nnc1SCC(=O)Nc1cccc(F)c1	-3	-1%	13%	1%	-5	2%	42%[activator]
Cn1nc(C(=O)NCc2ccc(F)cc2)cc1C(=O)NCc1ccc(F)cc1	.	-27%	?	4%	.	.	?
c1ccc(-c2nc3ccccn3c2NC2CCCC2)nc1	27	?	10µM*	12%	16	-4%	19%
Nc1nc(Nc2ccccc2F)sc1C(=O)c1ccccc1	50*	?	3%	6%	57*	3%	17%
CCOc1ccc(C(=O)Nc2ccc(N3CCN(C)CC3)cc2)cc1Br	10	-9%	?	-2%	18	3%	.
CCc1ccc(/C(C)=N/NC(=O)c2ccccn2)cc1	21*	-2%	75%[activator]	1%	46	-1%	?
COc1ccc(/C=N/N2CCN(c3ccccc3OC)CC2)cc1OC	17*	?	13%	2%	36	-5%	7%
COc1ccccc1CCC(=O)OCC(=O)c1c(N)n(CC(C)C)c(=O)n(C)c1=O	.	-14%	-11%	1%	.	.	?
COc1ccccc1/C=C/C(=O)OCC(=O)Nc1cc(C(F)(F)F)ccc1N1CCOCC1	-3	?	-14%	2%	0	2%	?
COc1ccc(C2C(C(=O)N3CCN(c4ccccc4)CC3)c3ccccc3C(=O)N2C)cc1OC (stereo unspecified)	-1	3%&4%	?	7%	-9	3%	11%
CCN(CC(=O)Nc1ccccc1OC)C(=O)c1cccc(-n2cccc2)c1	9	-6%	-19%	-6%	9	-1%	?
CC(C)Nc1nc(NC(C)C)nc(N(C#N)C(C)C(=O)N(C)C)n1 (stereo unspecified)	7	.	-8%	.	34	4%	5.2µM*
O=C(N/N=C/c1cccnc1)c1ccccc1OCc1ccc(Cl)cc1	10	.	?	.	-6	-1%	-20%

Nothing new here: 6 of the compounds above.
SMILES	Cycloheximide cs	HCV inhibitor	Pf growth 48h	Tb PYK inh	Shiga toxin inh	LmPK inh	Pf growth 96h
Cc1ccc(NC(=O)N/C=C/c2ccco2)cc1	9	0%	41%[activator]	-8%	20	10%	67%[activator]
Cc1ccccc1C1N(c2nccs2)C(=O)C2CCCN21 (stereo unspecified)	-4	-5%	-3%	-2%	-8	-3%	?
Cc1ccc(C(=O)NC(NCc2ccccc2)C(Cl)(Cl)Cl)cc1 (stereo unspecified)	-4	14%	?	-12%	-6	4%	2%
CSc1nnc2c3cc(C)ccc3n(Cc3ccccc3)c2n1	1	-28%	-11%	4%	16	3%	.
CC(=O)NN1C(=O)/C(=C\c2ccccc2)SC1=S	2	-15%	2%	6%	-14	0%	-6%
O=C(Cc1ccc(NS(=O)(=O)c2cccc(C(F)(F)F)c2)cc1)NCCN1CCOCC1	.	9%	?	0%	.	.	-14%

The results go on.
SMILES	Cycloheximide cs	HCV inhibitor	Pf growth 48h	Tb PYK inh	Shiga toxin inh	LmPK inh	Pf growth 96h
CCOC(=O)c1ccc(NC(=O)N2CCN(c3ccccc3OC)CC2)cc1	21	?	?	6%	94	3%	73%[activator]
Cc1cc2c(c(=O)n1Cc1cccnc1)C(c1ccccc1)C(C#N)=C(N)O2 (stereo unspecified)	-1	-6%	?	4%	-9	2%	3%
Cn1c(CN2CCCC2)c(C#N)c2ccccc21	-4	1%	7%	-1%	-5	-5%	42%[activator]
CCc1cccc2c(C(=O)CN3C(=O)NC(C)(c4cccc5ccccc45)C3=O)c[nH]c12 (stereo unspecified)	7	?	?	0%	1	-1%	10µM*
COc1ccccc1OCc1nc(-c2ccc([N+](=O)[O-])cc2)no1	24*	?	52%[activator]	-9%	39*	-9%	?
CC(=O)c1ccc(OC(=O)C2CC(=O)N(c3cccc(C)c3)C2)cc1 (stereo unspecified)	-2	8%	2%	-4%	20	-1%	-10%
O=C(Nc1ccc(S(=O)(=O)N2CCCCC2)cc1)c1ccc(F)cc1	-2	?	-11%	-9%	19	-9%	-7%
O/N=C/c1ccc(OCc2ccccc2)c(Br)c1	40*	-11%	359%[activator]	1%	66*	-2%	21%
CCc1nonc1NC(=O)c1oc2ccc(Cl)cc2c1C	-2	-4%	39%[activator]	1%&1%	2	0%	-23%
COc1ccc(C2=NN(C(=O)CSc3nnnn3C)C(c3ccco3)C2)cc1 (stereo unspecified)	.	1%	-11%	1%	.	.	13%
Cc1ccc(CN(C)C(=O)COC(=O)CSc2cc(C)c3ccccc3n2)cc1	.	1%	-9%	1%	.	.	3%
O=C(NC(=S)Nc1ccccc1N1CCOCC1)c1ccc(-c2ccccc2F)o1	-3	-4%	6%	-3%	1	3%	15µM*
CSCC[C@H](NC(=O)OC(C)(C)C)C(=O)N1CCC(C(=O)N[C@@H](C)C(=O)O)CC1	-4	4%	0%	0%	46	2%	?
CC(C)(C)c1ccc(Oc2ccc(NC(=O)c3ccco3)cn2)cc1	-3	7.9µM*	2.1µM*	1%	27	4%	8.3µM*
O=C(NC(Cc1ccccc1)C(=O)O)/C(=C\c1ccco1)NC(=O)c1ccccc1 (stereo unspecified)	-1	-2%	40%[activator]	-10%	-10	11%	2.6µM*
COc1ccc(CCNc2nc(-c3cccnc3)nc3ccccc23)cc1OC	7	10µM*	15µM*	4%	-2	-4%	?
Cc1ccccc1OCCC(=O)N1CCN(S(=O)(=O)c2ccc(Br)cc2)CC1	.	1%	-19%	-1%	.	.	?
Cc1cccc(NC(=S)N2CC3CC(C2)c2cccc(=O)n2C3)c1C (stereo unspecified)	-1	2%	0%	9%	9	-3%	24%
COc1ccc(CCC(=O)NCC23CC4CC(CC(C4)C2)C3)cc1	15*	13%	-10%	3%	-19	-2%	-10%
COc1ccc(S(=O)(=O)NCCc2cc3ccc(C)c(C)c3[nH]c2=O)cc1	-6	-20%	13%	-12%&9%	2	1%	8.3µM*
Clc1ccc(-c2nnc(-c3cccc4ccccc34)o2)cc1Cl	1	15%	35%[activator]	-3%	10	9%	76%[activator]

High-throughput results (PubChem BioAssay)

Rows are unselected; overall some 24% were active at least once.
